p53 PUMA act = mutant p53 pathway re-activators, primary screen, cell-based, SW480, luciferase, single point, HTS; SW480 PUMA-promoter luciferase, p53 mutant reactivation; activation, % at 9.98 µM; actives 1.5% (n = 28,000); in the data active = activation above about 52%; inconclusive = no clear call, values can overlap the other calls
STK33 inh = STK33 kinase inhibitors, primary screen, biochemical, luminescence, ADP-Glo, MBP substrate | Serine/threonine-protein kinase 33 (Homo sapiens), Q9BYT3 | AID 2322, 2010 | actives 0.44% (n = 27,000) | inhibition, % at 12.5 µM; in the data active = inhibition above about 20%; inconclusive = no clear call, values can overlap the other calls
Target sequence (Q9BYT3 whole entry, looked up): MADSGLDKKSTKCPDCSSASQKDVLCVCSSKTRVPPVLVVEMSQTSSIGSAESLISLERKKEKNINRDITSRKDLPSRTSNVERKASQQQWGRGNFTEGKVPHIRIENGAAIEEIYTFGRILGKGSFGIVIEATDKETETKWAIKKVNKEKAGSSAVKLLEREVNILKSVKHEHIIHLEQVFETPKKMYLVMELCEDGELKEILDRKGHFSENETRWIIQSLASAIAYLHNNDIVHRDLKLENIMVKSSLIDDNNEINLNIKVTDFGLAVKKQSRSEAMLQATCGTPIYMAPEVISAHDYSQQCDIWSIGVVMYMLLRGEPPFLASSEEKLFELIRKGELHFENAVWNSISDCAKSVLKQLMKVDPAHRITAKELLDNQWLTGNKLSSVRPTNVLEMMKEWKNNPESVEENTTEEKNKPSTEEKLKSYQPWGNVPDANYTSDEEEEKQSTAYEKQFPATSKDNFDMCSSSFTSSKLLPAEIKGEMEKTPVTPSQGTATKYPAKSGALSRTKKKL
An asterisk follows results filed as active; ? = inconclusive; . = not tested or not shown.

Start of the data: the first 20 entries, to show the layout:
Values run as follows: p53 PUMA act | STK33 inh
O=C(CCn1cnc2ccccc2c1=O)Nc1ccccc1F
    -13 | -5
COc1ccc(S(=O)(=O)N(C)C[C@@H]2Oc3ccc(NC(=O)Nc4cccc5ccccc45)cc3CC(=O)N([C@@H](C)CO)C[C@H]2C)cc1
    -7 | .
O=C(C1CCCO1)N1CCN(C(=S)Nc2ccc(S(=O)(=O)Nc3ncccn3)cc2)CC1 (stereo not drawn)
    3 | 2
C[C@H]1CN([C@@H](C)CO)C(=O)CCCn2cc(nn2)CO[C@@H]1CN(C)C(=O)c1ccccc1
    13 | 0
C[C@@H]1CN([C@H](C)CO)C(=O)c2cc(NS(C)(=O)=O)ccc2O[C@H]1CN(C)Cc1ccc(-c2ccccc2)cc1
    9 | .
O=C(c1noc2c1CCCC2)N(C1CCCCC1)C1CCCCC1
    1 | .
CCOC(=O)N(C)C[C@H]1OCc2cnnn2CCCC(=O)N([C@@H](C)CO)C[C@H]1C
    . | -1
C[C@@H]1CN([C@@H](C)CO)C(=O)Cc2cc(NC(=O)CCN3CCOCC3)ccc2O[C@@H]1CN(C)S(=O)(=O)c1ccc(Cl)cc1
    . | 3
COC(=O)c1cc(OC)c(OC)cc1NC(=O)C(C)Oc1ccc(Br)cc1 (stereo not drawn)
    -1 | -1
Cc1ccc(S(=O)(=O)Nc2ccc(Br)cc2CNc2nc3ccccc3n2C)cc1
    0 | -2
C[C@H](CO)N1C[C@H](C)[C@H](CN(C)C)Oc2ccc(NC(=O)c3ccncc3)cc2CC1=O
    . | 4
Cc1ccc(S(=O)(=O)Nc2ccc3c(c2)CC(=O)N([C@H](C)CO)C[C@H](C)[C@H](CN(C)S(=O)(=O)c2c(C)noc2C)O3)cc1
    . | -5
CC(C)NC(=O)Nc1ccc2c(c1)CC(=O)N([C@@H](C)CO)C[C@H](C)[C@@H](CN(C)S(=O)(=O)c1ccc(F)cc1)O2
    . | 0
C[C@H](CO)N1C[C@H](C)[C@H](CN(C)Cc2ccc3c(c2)OCO3)Oc2ccc(NS(=O)(=O)c3ccc(F)cc3)cc2CC1=O
    -1 | 2
Cc1ccc2ccc(C(Nc3ccccn3)c3cccc([N+](=O)[O-])c3)c(O)c2n1 (stereo not drawn)
    -11 | -2
C[C@H]1CN([C@@H](C)CO)C(=O)Cc2cc(NC(=O)NC3CCCCC3)ccc2O[C@@H]1CN(C)Cc1ccc(Oc2ccccc2)cc1
    . | 5
OC1(c2ccc(Cl)cc2)CCN(Cc2c[nH]c3ccccc23)CC1
    -10 | 0
Cc1cc(=O)[nH]c(SCCOc2ccc(F)cc2)n1
    48 | 1
C[C@H](CO)N1C[C@H](C)[C@H](CN(C)CC2CC2)Oc2c(NS(C)(=O)=O)cccc2C1=O
    11 | .
C[C@@H]1CN([C@@H](C)CO)C(=O)c2cc(C3=CCCCC3)cnc2O[C@@H]1CN(C)C(=O)c1cccc(F)c1
    1 | .

The list itself, previewed entries included:
Values run as follows: p53 PUMA act | STK33 inh
O=C(CCn1cnc2ccccc2c1=O)Nc1ccccc1F
    -13 | -5
COc1ccc(S(=O)(=O)N(C)C[C@@H]2Oc3ccc(NC(=O)Nc4cccc5ccccc45)cc3CC(=O)N([C@@H](C)CO)C[C@H]2C)cc1
    -7 | .
O=C(C1CCCO1)N1CCN(C(=S)Nc2ccc(S(=O)(=O)Nc3ncccn3)cc2)CC1 (stereo not drawn)
    3 | 2
C[C@H]1CN([C@@H](C)CO)C(=O)CCCn2cc(nn2)CO[C@@H]1CN(C)C(=O)c1ccccc1
    13 | 0
C[C@@H]1CN([C@H](C)CO)C(=O)c2cc(NS(C)(=O)=O)ccc2O[C@H]1CN(C)Cc1ccc(-c2ccccc2)cc1
    9 | .
O=C(c1noc2c1CCCC2)N(C1CCCCC1)C1CCCCC1
    1 | .
CCOC(=O)N(C)C[C@H]1OCc2cnnn2CCCC(=O)N([C@@H](C)CO)C[C@H]1C
    . | -1
C[C@@H]1CN([C@@H](C)CO)C(=O)Cc2cc(NC(=O)CCN3CCOCC3)ccc2O[C@@H]1CN(C)S(=O)(=O)c1ccc(Cl)cc1
    . | 3
COC(=O)c1cc(OC)c(OC)cc1NC(=O)C(C)Oc1ccc(Br)cc1 (stereo not drawn)
    -1 | -1
Cc1ccc(S(=O)(=O)Nc2ccc(Br)cc2CNc2nc3ccccc3n2C)cc1
    0 | -2
C[C@H](CO)N1C[C@H](C)[C@H](CN(C)C)Oc2ccc(NC(=O)c3ccncc3)cc2CC1=O
    . | 4
Cc1ccc(S(=O)(=O)Nc2ccc3c(c2)CC(=O)N([C@H](C)CO)C[C@H](C)[C@H](CN(C)S(=O)(=O)c2c(C)noc2C)O3)cc1
    . | -5
CC(C)NC(=O)Nc1ccc2c(c1)CC(=O)N([C@@H](C)CO)C[C@H](C)[C@@H](CN(C)S(=O)(=O)c1ccc(F)cc1)O2
    . | 0
C[C@H](CO)N1C[C@H](C)[C@H](CN(C)Cc2ccc3c(c2)OCO3)Oc2ccc(NS(=O)(=O)c3ccc(F)cc3)cc2CC1=O
    -1 | 2
Cc1ccc2ccc(C(Nc3ccccn3)c3cccc([N+](=O)[O-])c3)c(O)c2n1 (stereo not drawn)
    -11 | -2
C[C@H]1CN([C@@H](C)CO)C(=O)Cc2cc(NC(=O)NC3CCCCC3)ccc2O[C@@H]1CN(C)Cc1ccc(Oc2ccccc2)cc1
    . | 5
OC1(c2ccc(Cl)cc2)CCN(Cc2c[nH]c3ccccc23)CC1
    -10 | 0
Cc1cc(=O)[nH]c(SCCOc2ccc(F)cc2)n1
    48 | 1
C[C@H](CO)N1C[C@H](C)[C@H](CN(C)CC2CC2)Oc2c(NS(C)(=O)=O)cccc2C1=O
    11 | .
C[C@@H]1CN([C@@H](C)CO)C(=O)c2cc(C3=CCCCC3)cnc2O[C@@H]1CN(C)C(=O)c1cccc(F)c1
    1 | .

(listing goes on)
Values run as follows: p53 PUMA act | STK33 inh
Clc1ccc(Cn2c(CN3CCCC3)nc3ccccc32)cc1
    10 | 4
O=C(CSc1nc(-c2ccccc2)cs1)Nc1ccc(Cl)cc1Cl
    ? | 1
Cc1ccc2cccc(OCC(=O)Nc3ccc(C)c([N+](=O)[O-])c3)c2n1
    7 | 3
COc1ccc(S(=O)(=O)N(C)CC(=O)Nc2cccc(C)c2C)cc1Cl
    1 | -1
Cc1ccc(S(=O)(=O)Nc2ccc3c(c2)CC(=O)N([C@@H](C)CO)C[C@@H](C)[C@@H](CN(C)Cc2ccccc2)O3)cc1
    . | -5
Cc1ccc(-n2c(Cn3ncc4ccccc4c3=O)n[nH]c2=S)c(Br)c1
    -6 | -1
C[C@@H]1CN([C@H](C)CO)C(=O)Cc2cc(NS(C)(=O)=O)ccc2O[C@@H]1CN(C)S(=O)(=O)c1cccs1
    -10 | .
CNC[C@H]1OCCCC[C@@H](C)Oc2ccc(NS(=O)(=O)c3ccc(C)cc3)cc2C(=O)N([C@H](C)CO)C[C@@H]1C
    . | 0
COc1ccc(S(=O)(=O)N(C)C[C@H]2OCc3cn(nn3)CCCC(=O)N([C@@H](C)CO)C[C@@H]2C)cc1
    . | -3
CCc1ccc(C(Nc2cc(C)ccn2)c2ccc3ccc(C)nc3c2O)cc1 (stereo not drawn)
    -18 | 1
O=C1O[C@H](c2ccccc2)[C@H](c2ccccc2)N2[C@H]1[C@@H](C(=O)NC[C@H](O)c1ccccc1)[C@]1(C(=O)Nc3ccc(C#CC4=CCCCC4)cc31)[C@H]2c1ccccc1OCCO
    . | 5
O=C(O)CCc1ccc(-c2ccccc2)n1-c1ccc([N+](=O)[O-])cc1
    -24 | -5
CC(C)(Oc1ccc(Cl)cc1)C(=O)NCc1ccco1
    3 | 2
C[C@@H]1CCCCO[C@H](CN(C)C(=O)CCCN(C)C)[C@@H](C)CN([C@H](C)CO)C(=O)c2cc(NC(=O)c3ccccc3)ccc2O1
    19 | 1
CCOc1ccc2nc(SCc3c(F)c(F)c(F)c(F)c3F)[nH]c2c1
    . | -1
Cc1ccc(S(=O)(=O)N(C)C[C@H]2Oc3ncc(Br)cc3C(=O)N([C@@H](C)CO)C[C@H]2C)cc1
    8 | .
CCN(CC)CC(O)Cn1c(C)c(-c2ccccc2)c2cc([N+](=O)[O-])ccc21 (stereo not drawn)
    -17 | 5
Cc1noc(C)c1NC(=O)Nc1cccc2c1O[C@@H](CN(C)C(=O)Nc1c(C)noc1C)[C@H](C)CN([C@@H](C)CO)C2=O
    1 | .
COC(=O)c1ccccc1NC(=O)Cn1cnc2sc(C)c(C)c2c1=O
    -2 | -3
COc1ccc(CN2C(=O)c3cccc4cccc(c34)C2=O)cc1S(=O)(=O)N1CCOCC1
    3 | 2

Reprinted from the results shown (3 entries):
Values run as follows: p53 PUMA act | STK33 inh
Clc1ccc(Cn2c(CN3CCCC3)nc3ccccc32)cc1
    10 | 4
O=C(CSc1nc(-c2ccccc2)cs1)Nc1ccc(Cl)cc1Cl
    ? | 1
Cc1ccc2cccc(OCC(=O)Nc3ccc(C)c([N+](=O)[O-])c3)c2n1
    7 | 3

(list continues)
Values run as follows: p53 PUMA act | STK33 inh
COc1cc(Cl)c(C)cc1NC(=O)C(CC(C)C)N1C(=O)c2ccccc2C1=O (stereo not drawn)
    -12 | 0
C[C@@H]1CCCCO[C@H](CN(C)C(=O)CCCN(C)C)[C@@H](C)CN([C@H](C)CO)C(=O)c2cc(NS(=O)(=O)c3cn(C)cn3)ccc2O1
    . | 0
C[C@@H]1CN([C@@H](C)CO)C(=O)Cc2cc(NS(=O)(=O)c3ccccc3)ccc2O[C@H]1CN(C)C(=O)Nc1ccc2c(c1)OCO2
    -6 | .
CNC[C@H]1Oc2ccc(NC(=O)C3CC3)cc2C(=O)N([C@H](C)CO)C[C@H]1C
    5 | .
C[C@H]1CN([C@@H](C)CO)C(=O)c2cc(NS(C)(=O)=O)ccc2O[C@H]1CN(C)S(=O)(=O)c1ccc(Cl)cc1
    . | -1
C[C@H](CO)N1C[C@H](C)[C@H](CN(C)Cc2ccncc2)Oc2ncc(C#Cc3ccc(C(F)(F)F)cc3)cc2C1=O
    3 | .
CN(C)c1ccc2c(c1)[C@@H]1C[C@@H](CC(=O)O)O[C@@H](CO)[C@@H]1O2
    6 | .
C[C@@H]1CN([C@H](C)CO)C(=O)CCCn2nncc2CO[C@H]1CN(C)Cc1ccccc1
    0 | 2
C[C@H]1CN([C@@H](C)CO)C(=O)Cc2cc(NC(=O)CCN3CCOCC3)ccc2O[C@@H]1CN(C)C(=O)Nc1ccc2c(c1)OCO2
    . | -3
Cc1ccc(S(=O)(=O)N(C)C[C@@H]2Oc3ccc(NC(=O)Cc4cn(C)c5ccccc45)cc3C(=O)N([C@@H](C)CO)C[C@@H]2C)cc1
    . | 2
COc1ccc(-c2csc3ncn(CC(=O)Nc4sc5c(c4C#N)CCC5)c(=O)c23)cc1OC
    -8 | 2
C[C@@H]1CN([C@@H](C)CO)C(=O)c2cc(C#Cc3ccncc3)cnc2O[C@H]1CN(C)C(=O)CN(C)C
    32 | .
COc1ccc(S(=O)(=O)N(C)C[C@H]2Oc3ccc(NS(=O)(=O)c4ccc(Cl)cc4)cc3CC(=O)N([C@@H](C)CO)C[C@@H]2C)cc1
    . | 1
CO[C@H]1C=C[C@@](C)(O)/C=C/C(=O)O[C@H](C)[C@@H](C)CC/C=C\1C
    -1 | -3
C[C@H]1CN([C@@H](C)CO)C(=O)CCCn2nncc2CO[C@H]1CN(C)S(=O)(=O)c1ccc2c(c1)OCCCO2
    . | 1
COc1ccc(NC(=O)O[C@H](c2ccc(OCCO)cc2)[C@@H](C)CCO)cc1
    . | 2
COc1ccc(NC(=O)CSc2nc3ccccc3o2)c([N+](=O)[O-])c1
    69* | -1
Cc1noc(C)c1NC(=O)N(C)C[C@@H]1Oc2ccc(NC(=O)CCN3CCOCC3)cc2CC(=O)N([C@@H](C)CO)C[C@@H]1C
    -6 | 7
COc1ccc(S(=O)(=O)Nc2ccc3c(c2)C(=O)N([C@H](C)CO)C[C@H](C)[C@H](CN(C)C(=O)CCCN(C)C)OCCCC[C@@H](C)O3)cc1
    . | 5

Screens deposited in PubChem by Broad Institute.

A portion of the library. The share of hits here may be higher or lower than overall.
